# Screens from PubChem.
# MOR-DOR inv ag: inverse agonists of MOR-DOR heterodimerization, primary screen, cell-based, luminescence | Mu-type opioid receptor (Homo sapiens) + Delta-type opioid receptor (Homo sapiens), … | cell-based MOR-DOR heterodimer luminescence, inverse agonism | inhibition, % at 9.3 µM | hit rate 0.21% among 340,000 | AID 504357, 2011; in the data active = inhibition above about 22%, passing the limit was not always enough;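 also: 0% = cells with DMSO and 100% = wells without cells with DMSO; values of inactives mirror those of a sister screen read the other way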
# Mot1-301 SUMO: yeast Mot1-301 growth rescue at high temperature, primary screen, SUMOylation pathway inhibitor project, S. cerevisiae, ATP luminescence, 38.5C | hit rate 1% among 320,000 | growth rescue, % at 18.8 µM | AID 2716, 2010 | S. cerevisiae Mot1-301 growth rescue; percent above DMSO median, 100 means doubled;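 active = every valid replicate shows activation above 250% relative to neutral control wells; inactive = the rest, any valid replicate at or below 250%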;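 also: OY570 slx delta 5 strain wells were the positive control but not used for scaling; some compounds called inactive have numbers as strong as hits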
# DSG3 Ab inh: inhibitors of pemphigus antibody binding to DSG3, primary screen, biochemical, bead-based, flow cytometry, scFv-GFP | Desmoglein-3 (Homo sapiens), P32926 | DSG3-coupled beads, scFv-anti-DSG3-GFP binding; hits give low values | binding (percent of control), % at 10 µM | hit rate 0.48% among 310,000 | AID 588358, 2011;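 active = binding more than 3 SD below its plate's average and above zero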;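 also: hits lower antibody fragment binding to DSG3; some compounds called inactive have numbers as strong as hits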
# Target sequence (P32926 whole entry, looked up, the tested form may be a part): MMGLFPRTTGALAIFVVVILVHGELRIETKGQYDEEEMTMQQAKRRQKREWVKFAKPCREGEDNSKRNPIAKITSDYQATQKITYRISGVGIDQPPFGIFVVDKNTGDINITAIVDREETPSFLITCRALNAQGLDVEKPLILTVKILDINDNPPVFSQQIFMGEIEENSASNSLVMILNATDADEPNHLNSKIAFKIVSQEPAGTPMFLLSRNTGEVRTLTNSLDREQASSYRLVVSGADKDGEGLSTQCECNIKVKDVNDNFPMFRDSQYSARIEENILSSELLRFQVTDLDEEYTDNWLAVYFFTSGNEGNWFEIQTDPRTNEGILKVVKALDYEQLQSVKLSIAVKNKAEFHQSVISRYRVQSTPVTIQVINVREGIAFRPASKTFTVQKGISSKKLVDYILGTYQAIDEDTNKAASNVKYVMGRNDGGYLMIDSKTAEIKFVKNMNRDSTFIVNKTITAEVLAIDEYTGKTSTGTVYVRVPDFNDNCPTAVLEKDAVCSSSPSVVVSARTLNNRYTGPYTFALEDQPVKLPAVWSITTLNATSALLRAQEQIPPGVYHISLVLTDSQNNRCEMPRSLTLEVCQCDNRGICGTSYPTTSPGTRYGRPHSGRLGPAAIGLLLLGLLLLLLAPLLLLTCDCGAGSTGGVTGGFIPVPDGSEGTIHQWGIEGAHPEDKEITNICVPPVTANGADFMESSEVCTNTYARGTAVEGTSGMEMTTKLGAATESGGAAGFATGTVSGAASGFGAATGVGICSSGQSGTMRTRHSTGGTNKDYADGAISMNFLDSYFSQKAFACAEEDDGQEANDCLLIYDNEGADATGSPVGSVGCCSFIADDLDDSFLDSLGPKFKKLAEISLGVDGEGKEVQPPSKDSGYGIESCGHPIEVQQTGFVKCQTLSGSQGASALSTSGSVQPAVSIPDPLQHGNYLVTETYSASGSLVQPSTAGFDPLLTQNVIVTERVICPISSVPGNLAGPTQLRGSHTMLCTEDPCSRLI
# MOR-DOR ag: agonists of OPRM1-OPRD1 heterodimerization, primary screen, cell-based, luminescence | Mu-type opioid receptor (Homo sapiens) + Delta-type opioid receptor (Homo sapiens), … | cells | activation, % at 9.3 µM | hit rate 0.3% among 340,000 | AID 504326, 2011; in the data active = activation above about 18%;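 also: 0% = vehicle-treated cells and 100% = reference agonist; values of inactives mirror those of a sister screen read the other way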
# PfHsp90 yeast 2: growth inhibition of PfHsp90-expressing yeast, primary screen, antimalarial PfHsp90 inhibitor project, S. cerevisiae, BacTiter-Glo luminescence, single point, set 2; BacTiter-Glo ATP, 48 h; yeast lacking PDR1 and PDR3 efflux regulators; inhibition, % at 9.4 µM; hit rate 0.32% among 310,000; AID 504621, 2011;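 active = every replicate shows inhibition above about 80%, whatever the replicate mean, limit read from the data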;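 also: 0% = DMSO neutral controls and 100% = 20 µM radicicol positive controls; yeast relying on Plasmodium falciparum Hsp90 in place of its own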
# Ecoli viability: E. coli V3065 growth inhibition, primary screen, counter-screen for AddAB inhibitor project, absorbance, OD600. 18 h. inhibition, % at 11.9 µM. hit rate 0.27% among 330,000. AID 449728, 2010;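 active = inhibition above the campaign's mean inhibition across all tested compounds plus 3 SD, cut at about 9.9% in these data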;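 also: uninfected addAB+ strain grown without phage in ampicillin broth; 0% = DMSO wells and 100% = ciprofloxacin 0.95 µg/ml wells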
# PKA-R1A act: activators of PKA-R1A holoenzyme, primary screen, biochemical, fluorescence polarization, Cy5-IP20, bovine R1A, mouse PKAc; PKA-R1A dissociation; scaled: DMSO 0%, 113 µM cGMP 100%; hit rate 0.083% among 340,000; cAMP-dependent protein kinase type I-alpha regulatory subunit (Bos taurus) + …; AID 504707, 2011; activation, % at 11.4 µM;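 active = percent activation above the mean of all tested compounds plus 3 SD, cut at about 19% in these data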;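 also: higher means more PKAc released from R1A so a rise in polarization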
# AddAB inh: growth inhibition of E. coli expressing H. pylori AddAB, primary screen, AddAB inhibitor project, absorbance | inhibition, % at 11.9 µM | hit rate 0.29% among 330,000 | AID 435030, 2010; in the data active = inhibition above about 12%;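 also: 0% = vehicle wells of infected cells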
# HTR5A ag ctr: HTR5A agonists in luminescence cell assay, primary screen, counter-screen for OPRM1-OPRD1 heterodimer agonist project, full-deck HTS | 5-hydroxytryptamine receptor 5A (Homo sapiens), P47898 | cell-based | activation, % at 9.3 µM | hit rate 0.61% among 340,000 | AID 504692, 2011; in the data active = activation mostly above about 9.5%, no sharp cut-off; inactive = mostly below about 7.6%;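 also: 0% = cells with vehicle only and 100% = reference agonist; strong numbers were not always called active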
# phage Ecoli inh: growth loss of phage-infected E. coli, primary screen, RecBCD inhibitor project, absorbance, with phage, HTS. inhibition, % at 11.9 µM. hit rate 0.26% among 360,000. AID 651602, 2012; in the data active = inhibition above about 11%
# HTR5A inv ctr: HTR5A inverse agonists in luminescence cell assay, primary screen, counter-screen for OPRM1-OPRD1 heterodimer inverse agonist project, full-deck HTS. 5-hydroxytryptamine receptor 5A (Homo sapiens), P47898. HTR5A cell line, inverse agonism. inhibition, % at 9.3 µM. hit rate 0.083% among 340,000. AID 504634, 2011; in the data active = inhibition mostly above about 23%, no sharp cut-off; inactive = mostly below about 18%;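 also: 0% = cells with DMSO and 100% = no-cell wells with DMSO; some compounds called inactive have numbers as strong as hits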
# * marks the source's active call; other numbers are inactive results; / = no result given.
SMILES,MOR-DOR inv ag,Mot1-301 SUMO,DSG3 Ab inh,MOR-DOR ag,PfHsp90 yeast 2,Ecoli viability,PKA-R1A act,AddAB inh,HTR5A ag ctr,phage Ecoli inh,HTR5A inv ctr
CCOC(=O)C1=C(N)N(c2cc(S(=O)(=O)N3CCOCC3)ccc2Cl)C(=O)C1,14.3,-8.1,99.9,-2.5,4.5,-1.7,3.3,0.2,8.1,2.1,-22.9
COc1ccc(C2(c3ccc(OC)cc3)NC(=O)N(CC(=O)Nc3ccccc3)C2=O)cc1,-1.0,16.1,88.4,0.1,16.0,1.6,-4.1,1.7,6.3,0.9,-18.7
CCC(=O)N1CCN(C(C)=O)C1c1ccccc1 (centres undefined),-8.1,-10.3,108.9,1.5,8.6,-0.4,2.3,-2.3,2.2,1.6,-8.0
COc1cccc(NC(=O)CSc2nnc3ccc(-c4ccccn4)nn23)c1,13.2,/,98.2,-2.1,13.7,/,7.9,/,-3.0,2.1,9.0
CCc1nnc(NC(=O)C2CCCCN2S(=O)(=O)c2ccccc2)s1 (centres undefined),4.2,1.9,92.8,-0.9,8.6,0.4,-6.4,0.3,0.8,1.1,-2.2
O=C(CSc1oc(-c2ccco2)nc1S(=O)(=O)c1ccc(Cl)cc1)NCC1CCCO1 (centres undefined),3.1,247.5,103.1,-0.6,4.8,-1.6,-4.6,0.2,-5.3,1.4,-4.8
Cn1ncc([N+](=O)[O-])c1C(=O)Nc1ccc2c(c1)OCCO2,7.0,1.8,116.1,-1.5,27.3,1.0,-7.2,3.2,-1.4,6.0,8.7
CC(C)Oc1ccc(C(=O)NC2CCSc3ccccc32)cc1 (centres undefined),-0.6,12.4,/,0.1,23.8,-0.6,9.3,3.0,2.4,0.7,3.5
Cc1[nH]c2ccccc2c1-c1nc(N)sc1C,-9.3,0.3,102.9,1.9,-2.6,0.3,7.8,0.7,4.9,6.3,-18.3
O=C(C[n+]1ccc(/C=N/O)cc1)NC1CCCCC1,0.8,-2.0,106.4,-0.1,3.3,-3.0,3.7,2.1,0.1,3.9,-0.3
CCOC(=O)C1=C(CC)OC(N)=C(C#N)C1c1cccs1 (centres undefined),-19.6,-2.7,86.3,3.5,10.7,0.9,1.8,0.3,10.9*,3.5,-36.1
CCOC(=O)c1ccccc1NC(=O)c1n[nH]c(=O)c2ccccc12,11.0,5.0,112.3,-2.2,-25.1,2.0,-14.4,1.4,-1.1,1.7,11.3
COc1ccccc1NC(=S)NCc1ccco1,0.0,320.2,/,0.0,7.5,-0.9,-0.8,1.7,-0.1,0.9,-11.0
CN(C)C(=O)c1cccn(Cc2cccc(C(F)(F)F)c2)c1=O,2.3,-1.2,101.2,-0.5,-22.7,-0.7,7.9,2.2,-0.4,2.9,16.8
O=C1CCCN1CCCNS(=O)(=O)c1ccc(Br)s1,11.5,-14.3,96.1,-2.2,27.3,0.5,8.9,1.3,6.8,2.4,-2.3
C/C=C/c1cc(CN2CCN(c3ccc(OC)cc3)CC2)c(O)c(OC)c1,13.4,-6.1,94.2,-2.8,-0.6,0.6,0.2,-0.5,0.7,4.5,2.6
CC1=NC(C)Cc2ccccc21 (centres undefined),12.6,5.2,101.5,-2.8,-7.3,0.6,-2.0,3.5,4.7,2.7,12.4
O=S(=O)(NCc1ccccc1)c1ccccc1Br,8.1,109.6,109.2,-1.3,-21.2,-2.0,2.4,3.8,-1.8,-1.7,-12.8
[N-]=[N+]=CC(=O)CNC(=O)[C@@H](Cc1ccccc1)N1C(=O)c2ccccc2C1=O,4.5,9.0,100.5,-0.8,-5.5,-1.1,-0.8,1.6,7.2,0.2,-21.1
COc1ccc(C)cc1N(C(=O)c1snc(C(N)=O)c1N)C(C(=O)NC1CCCC1)c1ccc(F)cc1 (centres undefined),8.9,60.9,102.1,-1.7,4.4,-0.4,5.0,3.6,7.8,-1.0,-21.9
Cc1ccc(N(C(=O)Cn2nnc(-c3ccc(C)o3)n2)C(C(=O)NC2CCCC2)c2ccco2)cc1 (centres undefined),3.0,-1.9,95.0,-0.6,33.1,-1.1,-9.6,1.2,-2.1,3.4,6.7
CCc1nc2ccccc2c(C(=O)OCC(=O)N(CCOC)c2c(N)n(Cc3ccccc3)c(=O)[nH]c2=O)c1C,7.7,/,108.0,-1.2,/,/,-5.4,/,-0.4,3.1,4.5
C=C(C)C(=O)Nc1cccc(C2=NOC3(C2)C[C@@H](C(N)=O)N(C(=O)/C=C/CC)C3)c1 (some centres undefined),5.8,-10.9,98.6,-1.1,-6.5,1.1,-1.1,5.2,0.9,1.7,-2.2
Clc1ccc(-c2ccccc2)nn1,/,12.4,109.0,/,/,-0.5,/,2.1,/,2.4,/
CCOC(=O)c1cc2c(=O)n3ccccc3nc2n(Cc2ccco2)c1=NC(=O)c1ccc(OC)cc1,9.0,-1.2,108.2,-1.9,4.8,0.0,-4.5,6.0,-0.1,3.6,0.4

# Retrieved one by one from above:
SMILES,MOR-DOR inv ag,Mot1-301 SUMO,DSG3 Ab inh,MOR-DOR ag,PfHsp90 yeast 2,Ecoli viability,PKA-R1A act,AddAB inh,HTR5A ag ctr,phage Ecoli inh,HTR5A inv ctr
COc1ccc(C2(c3ccc(OC)cc3)NC(=O)N(CC(=O)Nc3ccccc3)C2=O)cc1,-1.0,16.1,88.4,0.1,16.0,1.6,-4.1,1.7,6.3,0.9,-18.7
O=C1CCCN1CCCNS(=O)(=O)c1ccc(Br)s1,11.5,-14.3,96.1,-2.2,27.3,0.5,8.9,1.3,6.8,2.4,-2.3

# (cont.)
SMILES,MOR-DOR inv ag,Mot1-301 SUMO,DSG3 Ab inh,MOR-DOR ag,PfHsp90 yeast 2,Ecoli viability,PKA-R1A act,AddAB inh,HTR5A ag ctr,phage Ecoli inh,HTR5A inv ctr
Cc1ccccc1NC(=O)C1CC(=O)N(Cc2ccccc2)C1 (centres undefined),10.9,2.3,101.4,-2.0,-5.5,1.6,3.4,3.3,-1.8,3.2,22.1
COC(=O)[C@]1(Cc2ccccc2)N[C@H](CN(C)C(=O)c2ccccc2)[C@@H]2C(=O)N(C)C(=O)[C@@H]21,7.2,/,96.0,-1.5,11.5,-1.2,-7.1,0.7,-4.5,0.6,16.5
Cc1cc(C)c(S(=O)(=O)N2CCN(S(=O)(=O)N3CCCCCC3)CC2)c(C)c1,-5.2,251.8,/,0.7,21.2,-0.4,-0.2,3.7,1.1,3.3,-11.8
O=C(NO)C1CC2C=CC1C2 (centres undefined),11.5,130.5,126.1,-2.5,-1.9,2.9,-4.8,0.2,-3.0,0.5,-19.7
CN(C)S(=O)(=O)c1ccc(C(=O)OCC(=O)NCc2ccco2)cc1,11.1,-3.4,97.6,-2.2,-17.2,0.7,-6.3,2.7,-5.1,2.2,13.1
Cc1ccc(N2C(=O)N(CC(=O)Nc3cccc(C)c3C)C(=O)C2C)cc1 (centres undefined),1.9,-8.3,104.2,-0.3,-0.6,3.0,-9.0,-1.3,3.7,3.6,8.4
N#CC(c1ccc(Cl)cc1)c1nc2ccccc2nc1C(F)(F)F (centres undefined),-1.1,21.5,98.0,0.2,-2.1,1.1,7.6,2.2,-4.9,4.5,3.0
CC(OC(=O)CCc1ccccc1)C(=O)Nc1ncc(Cl)cc1Cl (centres undefined),-9.5,-0.3,111.8,2.3,-60.3,0.7,-9.7,2.7,1.8,2.3,-4.6
CC(=O)c1ccc(NS(=O)(=O)c2ccc(CC(C)C)cc2)cc1,-19.5,10.2,99.7,3.8,6.1,-1.7,3.8,-0.1,1.7,7.0,2.0
Cc1n[nH]c(=O)c2c(NC(=O)CSc3nc4ccccc4c(=O)n3-c3ccc(OC(F)F)cc3)oc(C)c12,9.4,-36.4,104.0,-1.5,-19.6,-0.1,-2.7,0.3,-0.1,-0.2,0.4
COC(=O)c1c(C(=O)OC)c(-c2ccc(Br)cc2)n2c1CS(=O)C2 (centres undefined),13.0,-24.1,101.2,-2.9,7.0,1.2,-7.3,-0.1,0.3,1.3,-1.1
Nc1nnc(SCC(=O)Nc2cc(F)ccc2F)s1,-20.1,0.4,95.9,3.2,/,0.2,-3.7,0.5,2.4,1.6,-6.6
COC(=O)[C@H]1C[C@@H]1[C@H](NC(=O)c1cccnc1)c1ccccc1,12.3,4.8,107.1,-2.1,-25.8,1.7,4.3,2.6,3.8,0.5,-10.2
O=C(NCCC1=CCCCC1)C1CCC(=O)N(Cc2cccc(C(F)(F)F)c2)C1 (centres undefined),13.1,10.7,105.2,-2.5,41.3,-2.7,-0.9,-1.1,2.8,0.4,8.7
CC(=O)NC(C)c1ccc(C(=O)CSc2nnc(C3CC3)n2C2CC2)cc1 (centres undefined),14.8,114.5,97.2,-3.6,/,-2.8,0.1,0.6,-6.7,1.2,16.3
Cc1cccc(C(=O)NC(C)c2ccc(-n3ccnc3)cc2)c1C (centres undefined),17.7,242.1,102.3,-3.5,-0.9,3.3,-9.1,0.9,3.2,-1.8,-7.7
CCn1c(SCC(=O)NC2CCCC2)nnc1C(C)NC(=O)c1ccccc1Br (centres undefined),0.6,-14.1,101.7,-0.1,-48.6,-2.1,2.6,2.9,-5.1,3.4,-1.8
Cc1ccc(S(=O)(=O)N2CCN(C(=O)CC(C)n3nc(C)c(Cl)c3C)CC2)cc1 (centres undefined),-8.9,-2.5,96.2,1.4,27.4,-3.9,7.9,5.2,9.8,1.7,-1.3
C=CC[C@@H](CC(=O)N(CCO)Cc1ccccc1)C(=O)N[C@H](COC(=O)[C@@H](CC=C)Cc1ccc(F)cc1)Cc1ccccc1,0.6,-3.0,103.5,-0.1,-32.1,-1.1,1.4,-1.4,-2.4,1.6,-26.9
COc1ccc(C(=O)CN2CCN(c3ncccn3)CC2)cc1,19.5,3.9,87.6,-3.5,-24.1,2.0,9.4,1.2,1.5,1.6,-6.0
Cc1cccc(C(=O)NCC(=O)OCC(=O)c2ccc(Cl)s2)c1,14.8,3.2,104.2,-2.1,3.2,/,7.5,/,-1.9,2.1,-7.7
COc1ccc(OC)c(-c2csc(NC(=O)C3=COCCO3)n2)c1,-0.6,/,/,0.1,/,1.1,-8.6,3.4,4.3,4.9,-10.4
COC(=O)CCC(=O)OC1(C)C(=O)C=C2C=C(C3CC3)N(CCCCO)C=C2C1=O (centres undefined),-10.2,-1.3,97.8,1.9,2.9,0.5,0.5,1.9,1.9,0.8,-12.4
